NTR1 agonist = agonists of NTR1, primary screen, imaging, U2OS cells, beta-arrestin-GFP, high content (AID 493036) | Neurotensin receptor type 1 (Homo sapiens), P30989 | NTR1-U2OS beta-arrestin-GFP spot imaging, agonist mode | activation, % at 20 µM | 330,000 tested, 0.17% active;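 active = activation at or above 40% of the spot to cytoplasm intensity ratio, with at least 20 cells analyzed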;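 note: 0% = DMSO without peptide and 100% = 100 nM NTR1 peptide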
Target sequence (P30989 whole entry, looked up): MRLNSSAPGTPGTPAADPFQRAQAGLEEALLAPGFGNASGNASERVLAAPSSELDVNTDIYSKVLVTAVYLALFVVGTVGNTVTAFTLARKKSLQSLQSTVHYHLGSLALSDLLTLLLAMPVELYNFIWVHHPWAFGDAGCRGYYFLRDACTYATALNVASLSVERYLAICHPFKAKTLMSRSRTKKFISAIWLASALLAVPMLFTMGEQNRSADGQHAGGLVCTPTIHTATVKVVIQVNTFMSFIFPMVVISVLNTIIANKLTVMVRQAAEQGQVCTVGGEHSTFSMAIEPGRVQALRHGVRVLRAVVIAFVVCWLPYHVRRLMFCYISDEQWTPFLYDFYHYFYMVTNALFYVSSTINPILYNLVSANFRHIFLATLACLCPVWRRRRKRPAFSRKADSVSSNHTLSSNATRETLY
T cell HTS = modulators of CD8 T cell-vesicle binding, primary screen, mouse 2C CD8+ T cells, flow cytometry; 2C CD8+ T cell-vesicle binding; active compounds read low; calls only at 7 µM; 330,000 tested, 0.068% active; AID 2052, 2009;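 active = response, share of CD8 T cells binding vesicles, and their 90th percentile fluorescence all below set limits, cut at about 80% in these data, passing the limit was not always enough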
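Material: 2C TCR transgenic mouse naive CD8+ T cells, MACS-purified. Also added: QL9-charged Drosophila Ld/ICAM-1/B7-1 vesicles. Timing: binding 1.5 h at 37 °C. Measured by: high-throughput flow cytometry with anti-B7-1 and anti-CD8 staining. Read-out: percent CD8+ FL2 mean versus row control. Controls: Unloaded micro-vesicles (low), QL9 vesicles with 0.7% DMSO (high).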
Salmonella PhoP GFP = inhibitors of PhoP regulon expression, primary screen, Salmonella Typhimurium, GFP reporter (AID 1863) | S. Typhimurium PhoP-regulated promoter GFP reporter, 4 h; higher % means a stronger effect | 300,000 tested, 0.16% active | inhibition, % at 50 µM; hits with a dose series show IC50 in µM;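 active = inhibition over 29.93%, a cutoff 3 SD above the screen mean, later confirmed by dose response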;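 note: 0% = low Mg2+ inducing control and 100% = high Mg2+ repressing control; strong numbers were not always called active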
KOR beta-arrestin-1 = KOR agonists, beta-arrestin recruitment, primary screen, cell-based, luminescence, uHTS (AID 1777) | KOR beta-arrestin recruitment, luminescence; higher % means a stronger effect | activation, % at 10 µM, or EC50 in µM where a hit was titrated | 280,000 tested, 0.02% active; in the data active = activation above about 50%, passing the limit was not always enough; note: a part of the inactive calls stands beside numbers as strong as those of hits
GPR55 activation = GPR55 agonists via beta-arrestin recruitment, primary screen, imaging, U2OS cells, beta-arrestin-GFP redistribution (AID 1961); 290,000 tested, 0.048% active; U2OS GPR55 beta-arrestin-GFP redistribution imaging; higher % means a stronger effect; activation, % at 10 µM; hits with a dose series show EC50 in µM; G-protein coupled receptor 55 (Homo sapiens);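 active = activation above 40% with more than 50 cells counted in the well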;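 note: U2OS osteosarcoma cells stably expressing GPR55 and beta-arrestin-GFP; plate controls were DMSO negative control for no effect and LPI positive control for full effect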
KOR beta-arrestin-2 = KOR antagonists, beta-arrestin recruitment, cell-based, luminescence, uHTS (AID 1778). Kappa-type opioid receptor (Homo sapiens). KOR beta-arrestin recruitment, luminescence, antagonist mode; higher % means a stronger effect. inhibition, % at 10 µM; hits with a dose series show IC50 in µM. 290,000 tested, 0.091% active; in the data active = inhibition above about 50%; note: strong numbers were not always called active
GPR55 LPI antagonism = GPR55 antagonists blocking LPI-driven arrestin recruitment, primary screen, imaging, U2OS, beta-arrestin-GFP, LPI agonist (AID 2013). G-protein coupled receptor 55 (Homo sapiens). one-dose inhibition, % at 10 µM; IC50 in µM for titrated hits. U2OS GPR55 beta-arrestin-GFP translocation imaging, LPI antagonism; higher % means a stronger effect. 290,000 tested, 0.13% active;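 active = spots per cell inhibited over 60%, with over 100 cells counted and total cytoplasm intensity under 500,000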;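 note: U2OS cells stably carrying GPR55 and arrestin-GFP stimulated by 5 µM LPI near EC80; imaged beta-arrestin-GFP aggregate spots per cell after agonist stimulation; plate controls were LPI-stimulated DMSO wells for no effect and DMSO wells without LPI for full effect; some results filed as inactive read as strong as hits; confirmed hits need IC50 under 10 µM and bright autofluorescent wells are also inconclusive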
West Nile antiviral = West Nile virus antiviral activity, cell-based, CPE readout (AID 1621); 290,000 tested, 0.02% active; CPE inhibition, % at 10 µM; hits with a dose series show IC50 in µM; West Nile virus-infected cells, CPE inhibition; higher % means a stronger effect; in the data active = a potency from the dose series; note: strong numbers were not always called active
GPR35 antagonists = GPR35 antagonists blocking zaprinast-driven arrestin recruitment, primary screen, imaging, U2OS, beta-arrestin-GFP, zaprinast agonist (AID 2058); G-protein coupled receptor 35 (Homo sapiens); U2OS GPR35 beta-arrestin-GFP translocation imaging, zaprinast antagonism; higher % means a stronger effect; inhibition, % at 10 µM, or IC50 in µM where a hit was titrated; 290,000 tested, 0.052% active;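 active = inhibition of at least 50% with at least 30 cells and total cytoplasm GFP at most 10,000,000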
T cell HTS vesicle-bound % = recorded beside T cell HTS, whose call it bears; double positive events, %; measured here: CD8+ vesicle-bound cell fraction;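 binding gate set so that unloaded-vesicle control wells show 10% double positive cells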
NTR1 agonist cell count 20 µM = recorded beside NTR1 agonist, whose call it bears; cell count; measured here: cell count, cytotoxicity flag
Numbers without * were called inactive; i = inactive; . = not tested or not shown; [ ] = dose if it differs, or a comment.

structure	NTR1 agonist	NTR1 agonist cell count 20 µM	T cell HTS	T cell HTS vesicle-bound %	Salmonella PhoP GFP	KOR beta-arrestin-1	GPR55 activation	KOR beta-arrestin-2	GPR55 LPI antagonism	West Nile antiviral	GPR35 antagonists
Cc1ccc(NC2=CC(=O)CC(C)(C)C2)cc1Cl	-0.5	102	i	22	2%	3.5%	0.2%	2%	13%	-1.4%	-4%
Cc1cc(F)ccc1NC(=O)C1CCN(S(=O)(=O)c2ccc3c(c2)CCCC(=O)N3)CC1	-0.6	66	i	12	4%	12%	0.4%	-36%	8%	0.2%	16%
CCCS(=O)(=O)N1CCC(C(=O)NCCN(C)Cc2ccccc2)CC1	0.7	49	i	39	0%	9.6%	-0.1%	4%	-8%	0.2%	-8%
NC(c1ccccc1)c1cccnc1 (stereo unspecified)	0.1	38	i	62	10%	0.4%	-0.3%	-42%[20 µM]	-2%	-0.1%	7%
CCOC(=O)c1c(-c2cccc([N+](=O)[O-])c2)csc1N	0.3	71	i	40	7%	-0.3%	-0.2%	7%	4%	-0.9%	9%
CCN(CC)c1ccc2cc(C(=O)NCc3ccc(F)cc3)c(=N)oc2c1	-1.2	51	i	61	-23%	2.4%	-0.1%	-14%	10%	-0.3%	19%
Cc1ccc(S(=O)(=O)NCCNS(=O)(=O)c2ccc(C)cc2)cc1	0.4	90	i	34	3%	5.3%	-0.2%	-8%	7%	-1.1%	9%
COc1ccc(/C(C)=N/NC(=O)c2ccc(N(C)C)cc2)cc1	1.9	38	i	58	-13%	2.6%	-0.1%	17%	19%	.	6%
O=C(CNC(=O)c1ccccc1Cl)OC1CCOC1=O (stereo unspecified)	1.6	33	i	42	2%	-6.1%	0.7%	7%	16%	0.0%	1%
COc1ccc(S(=O)(=O)N(C)c2ccc(C(=O)Nc3cccnc3)cc2)cc1	1.5	52	i	38	-8%	-3.0%	0.2%	23%	12%	-0.3%	-6%
COc1ccc(CCNc2ccc(C(CC(N)=O)NC(=O)c3ccccc3)cc2[N+](=O)[O-])cc1 (stereo unspecified)	5.8	60	i	24	4%	-3.5%	-0.1%	41%	-3%	0.1%	-11%
O=C(CCC(=O)OCCCC(F)(F)C(F)(F)F)Nc1ccc(Cl)cc1Cl	-1.7	51	i	35	-6%	5.6%	-0.2%	-24%	3%	0.0%	3%
CCOC(=O)CC1(NC(=O)C2CCC(=O)N(Cc3ccccc3OC)C2)CCCCC1 (stereo unspecified)	-1.0	57	i	45	6%	-3.8%	-0.1%	14%	-5%	0.1%	9%
COc1cccc(OC)c1NC(=O)CN1CCN(C)CC1	0.1	95	i	18	11%	-4.9%	-0.1%	46%	8%	0.0%	6%
Cc1c(NC(=O)CSCc2ccco2)c(=O)n(-c2ccccc2)n1C	1.3	62	i	24	1%	-2.1%	-0.1%	-33%	-2%	0.6%	-1%
Cc1cccc(N(C(=O)CCC(=O)Nc2cc(C)on2)C(C(=O)NC2CCCC2)c2ccccc2)c1 (stereo unspecified)	1.7	44	i	54	0%	-3.9%	0.1%	0%	3%	0.0%	-5%
O=C(COc1cccc(Cl)c1)NCc1ccccc1	0.4	61	i	25	10%	1.9%	-0.1%	-15%[20 µM]	7%	-0.2%	18%
COc1ccc(/C(O)=C2/C(=O)C(=O)N(CCN3CCOCC3)C2c2ccccn2)cc1OC (stereo unspecified)	-0.2	61	i	19	0%	8.3%	-0.2%	-13%	3%	-0.3%	-8%
CCC(CC)C(=O)OCC(=O)Nc1cccc([N+](=O)[O-])c1	0.4	53	i	49	6%	-1.6%	0.1%	1%	-2%	0.1%	1%
O=C(NNc1ccccc1[N+](=O)[O-])Nc1ccc(Cl)c(Cl)c1	15	61	i	2	11%	0.3%	-0.1%	-4%	1%	-1.9%	-2%
C=CCNC(=O)CC1Nc2c3ccccc3nc(=S)n2C1=O (stereo unspecified)	0.5	66	i	30	0%	-4.3%	0.2%	-3%	-8%	0.4%	-3%
Cc1ccc(S(=O)(=O)NC(=O)N(C)C2CCCCC2)cc1	-0.7	54	i	44	3%	2.7%	-0.2%	9%	-13%	0.4%	-6%
CCOc1ccc(NC(=O)CSc2ncc(-c3ccc(F)cc3)n2Cc2ccco2)cc1	12	57	i	23	.	4.7%	0.0%	-30%	10%	0.6%	-10%
CCOc1ccc(NC(=O)Nc2ccc3c(c2)N(C)C(=O)CS3)cc1	-2.1	56	i	42	4%	7.6%	-0.3%	-47%	-9%	-0.5%	-15%
O=C(c1ccc([N+](=O)[O-])c(CS(=O)(=O)c2ccc(Cl)cc2)c1)N1CCCCC1	0.3	51	i	36	6%	-0.9%	-0.3%	-1%	-5%	-1.1%	-6%
Cc1ccccc1C(=O)Nc1ccc2c(c1)C(=O)NC2=O	0.1	54	i	29	.	-4.3%	-0.1%	-8%[20 µM]	20%	-0.1%	8%
C=CCc1cccc(/C=N/c2ncn[nH]2)c1O	-1.2	80	i	25	4%	-5.1%	0.0%	14%	7%	1.6%	-3%
Fc1ccc(CSc2ccc3nnc(-c4cccnc4)n3n2)cc1	-1.3	48	i	23	-9%	0.3%	-0.2%	-44%	-9%	-0.5%	-5%
Cc1cnc(NC(=O)CSc2nnc(C)s2)s1	-0.2	87	i	53	6%	1.1%	-0.1%	6%	9%	0.0%	11%
Cc1cc(NC(=O)c2cc3ccccc3o2)ccc1NC(=O)c1ccccc1	2.7	51	i	67	7%	5.2%	-0.1%	-33%[20 µM]	-3%	-0.3%	-6%
Cc1ccc(C2=NS(=O)(=O)N(C)C(C(=O)NCc3ccccc3)=C2)cc1	4.7	53	i	43	.	-2.1%	0.6%	18%[20 µM]	-2%	-0.8%	-3%
O=C(NCCn1ccc2ccccc21)c1cccc([N+](=O)[O-])c1	1.9	39	i	10	-6%	-5.6%	0.6%	22%	-10%	-0.9%	1%
CC(OC(=O)Cc1n[nH]c(=O)c2ccccc12)C(=O)Nc1cccc([N+](=O)[O-])c1 (stereo unspecified)	-0.2	62	i	61	-7%	1.9%	0.2%	-8%	2%	-0.1%	-2%
CCn1c(CSc2nc3ccccc3s2)nnc1SCC(=O)c1ccc(O)cc1O	0.3	42	i	43	12%	-4.8%	0.2%	-20%	9%	0.0%	-11%
CCOC(=O)c1ccc(NC(=S)N2CCCC(C(=O)OCC)C2)cc1 (stereo unspecified)	0.4	52	i	46	17%	-0.9%	-0.2%	-10%	7%	0.1%	-10%
CN(CCOc1ccccc1)CC(O)COCc1ccccc1F (stereo unspecified)	-0.2	81	i	50	-3%	1.7%	0.0%	-12%	6%	0.0%	-6%
CCOC(=O)N1CCN(C(=O)c2ccc(CS(=O)(=O)c3ccccc3OC)o2)CC1	-1.3	101	i	37	3%	4.1%	0.0%	-28%	1%	-0.1%	9%
COc1ccc(OC)c(CN(CCN2CCOCC2)C(=O)Nc2cccc(Cl)c2)c1	1.9	51	i	44	-7%	7.2%	0.0%	-12%	14%	-0.7%	-2%
COC(=O)c1ccc(COc2ccc(/C=N/O)cc2)o1	0.4	50	i	35	9%	.	0.0%	1%[20 µM]	13%	-0.6%	15%
COC(=O)CNC(=O)C(NC(=O)OCc1ccccc1)C(C)C (stereo unspecified)	-1.5	34	i	54	4%	-2.3%	-0.3%	-9%	4%	-0.2%	6%
Cc1ccc(S(=O)(=O)N/N=C\c2cc3c(cc2Br)OCO3)cc1	-0.7	66	i	52	-5%	2.9%	0.0%	7%	-3%	-0.4%	6%
CCOC(=O)CCn1nnc(N)n1	-0.9	49	i	34	1%	1.0%	-0.1%	10%	-9%	0.3%	22%
COc1ccc(CC(=O)NC(C)c2nnc(SCC(=O)Nc3cc(C)ccc3OC)n2C)cc1 (stereo unspecified)	-0.6	47	i	48	-5%	-2.8%	0.6%	-30%[20 µM]	7%	-0.6%	-16%
O=C(NN1C(=O)C2C3C=CC(C4CC34)C2C1=O)c1cccc(Br)c1 (stereo unspecified)	-1.0	46	i	24	-7%	-4.2%	-0.1%	9%	-8%	-0.1%	-6%
CCOC(=O)c1ccc(N2C=C(C(=O)OC)C(c3ccc(OC)c(O)c3)C(C(=O)OC)=C2)cc1	1.9	83	i	29	-6%	0.5%	0.0%	10%	0%	-1.3%	11%
O=C(O)c1ccccc1C(c1ccc(O)cc1)c1ccc(O)cc1	-0.5	40	i	25	0%	-3.6%	-0.1%	-33%	3%	-0.3%	-10%
Cc1onc(-c2c(F)cccc2Cl)c1C(=O)NC(=S)NCc1cccnc1	1.8	75	i	3	-4%	6.6%	-0.8%	4%	5%	-0.8%	-1%
CCn1c(SCC(=O)Nc2nc3c(s2)CCCC3)nc2c1c(=O)n(C)c(=O)n2C	.	.	.	.	.	7.9%	-1.0%	-7%	6%	.	-6%
CCN1C(=O)CSC1=Nc1ccc(C(=O)O)cc1	0.5	62	i	54	3%	-8.5%	-0.2%	-4%[20 µM]	12%	0.1%	0%
Brc1ccc(NC(c2ccccc2)c2ccncc2)cc1 (stereo unspecified)	-1.5	75	i	39	15%	0.9%	0.0%	-14%	11%	-0.9%	8%
O=C(c1ccc(S(=O)(=O)Nc2cccc(C(F)(F)F)c2)cc1)N1CCC1	1.1	71	i	52	-3%	0.7%	0.0%	-12%	0%	-0.3%	-5%

Complete entries, looked up by structure. Order of values: NTR1 agonist | NTR1 agonist cell count 20 µM | T cell HTS | T cell HTS vesicle-bound % | Salmonella PhoP GFP | KOR beta-arrestin-1 | GPR55 activation | KOR beta-arrestin-2 | GPR55 LPI antagonism | West Nile antiviral | GPR35 antagonists
Record of `O=C(c1ccc(S(=O)(=O)Nc2cccc(C(F)(F)F)c2)cc1)N1CCC1` : 1.1 | 71 | i | 52 | -3% | 0.7% | 0.0% | -12% | 0% | -0.3% | -5%
Record of `Brc1ccc(NC(c2ccccc2)c2ccncc2)cc1` (stereo unspecified) : -1.5 | 75 | i | 39 | 15% | 0.9% | 0.0% | -14% | 11% | -0.9% | 8%
Record of `CCOC(=O)CCn1nnc(N)n1` : -0.9 | 49 | i | 34 | 1% | 1.0% | -0.1% | 10% | -9% | 0.3% | 22%
